aGal spleen mod: qHTS Assay for Inhibitors and Activators of Human alpha-Galactosidase From Spleen Homogenate; human spleen homogenate, 4MU-alpha-Gal fluorescence, 40 min; Potency, µM (doses to about 80 µM), inactives show top-dose activity change, negative = inhibition, actives largely listed as inhibitors; 240,000 tested, 0.008% active;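 note: 0% = enzyme with vehicle and -100% = no enzyme basal signal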
Target sequence (P06280 32-429 limits assumed): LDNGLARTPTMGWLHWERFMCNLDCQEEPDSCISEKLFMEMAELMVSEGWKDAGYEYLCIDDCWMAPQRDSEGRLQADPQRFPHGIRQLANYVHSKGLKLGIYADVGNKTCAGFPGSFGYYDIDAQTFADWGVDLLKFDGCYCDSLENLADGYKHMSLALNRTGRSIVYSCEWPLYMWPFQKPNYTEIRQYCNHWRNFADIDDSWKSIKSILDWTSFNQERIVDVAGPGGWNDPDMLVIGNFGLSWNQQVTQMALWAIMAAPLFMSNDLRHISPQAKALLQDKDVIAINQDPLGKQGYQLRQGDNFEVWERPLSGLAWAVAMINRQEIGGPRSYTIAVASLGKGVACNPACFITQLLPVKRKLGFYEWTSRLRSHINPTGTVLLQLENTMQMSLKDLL
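Inhibition or activation of alpha-galactosidase in human spleen homogenate is scored by 4-MU fluorescence after 40 min at 37C, pH 5.0, with 1 mM substrate. AC50s come from concentration-response fitted to the Hill equation.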
aGlu spleen mod: qHTS Assay for Inhibitors and Activators of Human alpha-Glucosidase From Spleen Homogenate. Lysosomal alpha-glucosidase (Homo sapiens), P10253. 240,000 tested, 0.006% active. human spleen homogenate, 4-MU-alpha-glucoside fluorescence. Potency, µM (highest dose often 79.9 µM), inactives show at the highest dose activity change, negative = inhibition, actives largely listed as inhibitors;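 note: 0% = enzyme with vehicle and -100% = no enzyme basal signal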
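Human spleen homogenate (1 ug) incubated with compounds and 1 mM 4-methylumbelliferyl-alpha-D-glucopyranoside in pH 5.0 citrate/phosphate buffer, 37 C, 40 min. Stopped at pH 10; 4-MU fluorescence (Ex 365/Em 440 nm); AC50 by Hill fit.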
Tau FP inhib: qHTS for Inhibitors of Tau Fibril Formation, Fluorescence Polarization; Microtubule-associated protein tau (Homo sapiens), P10636; 280,000 tested, 0.39% active; AID 1468, 2008; Potency, µM (top dose mostly 57.7 µM), without a hit: top-dose activity, negative = inhibition, actives largely listed as inhibitors; K18 P301L tau heparin fibrillization, Alexa594 FP, 6 h; note: % is set by controls: 0 for no effect and ±100 for the full control effect; nearly all actives have a fitted effect of over 55% in size
Target sequence (P10636 561-689 P618L limits assumed): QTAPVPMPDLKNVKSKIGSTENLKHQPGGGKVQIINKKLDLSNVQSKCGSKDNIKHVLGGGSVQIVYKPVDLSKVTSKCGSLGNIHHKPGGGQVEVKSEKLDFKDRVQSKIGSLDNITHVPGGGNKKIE
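FP of Alexa 594-tau after heparin (20 uM) induction. Substrate: human K18 P301L, 15 uM unlabeled, 0.24 uM labeled. Buffer 100 mM sodium acetate pH 7. 6 hr, 37 C.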
GAA glycogen mod: qHTS Assay for Inhibitors and Activators of Human alpha-Glucosidase Cleavage of Glycogen; recombinant GAA, glycogen substrate, Amplex Red glucose oxidase fluorescence; 300,000 tested, 0.38% active; Potency, µM (titrated, usually from 76.4 µM), for inactives: at the highest dose activity change, negative = inhibition, hits mostly inhibitors; Lysosomal alpha-glucosidase (Homo sapiens), P10253;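 note: 0% = full enzyme reaction and -100% = no-enzyme basal signal; the screen sought inhibitors and activators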
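Recombinant enzyme (4 nM final) with compounds titrated up to 77 uM and bovine liver glycogen (30 ug) in citrate pH 5.0, 0.01% Tween-20, 37 C 40 min. Released glucose detected by Amplex Red/glucose oxidase (Ex 573/Em 610); AC50 from Hill fits.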
Tau ThT inhib: qHTS for Inhibitors of Tau Fibril Formation, Thioflavin T Binding; recombinant tau K18 P301L, heparin-induced fibrillization, ThT fluorescence; Potency, µM (top dose mostly 57.4 µM), without a hit: at the top dose activity, negative = inhibition, actives largely listed as inhibitors; 270,000 tested, 2.1% active; note: % is set by controls: 0 for no effect and ±100 for the full control effect; nearly all actives have a fitted effect of over 55% in size
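K18 P301L tau (15 uM + 0.24 uM Alexa 594-tagged), heparin 20 uM, NaOAc pH 7, 6 h 37 C; ThT 30 uM, 1 h RT, ex 450/em 510 nm.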
GAA inhib: qHTS Assay for Inhibitors of Human alpha-Glucosidase as a Potential Chaperone Treatment of Pompe Disease. Lysosomal alpha-glucosidase (Homo sapiens), P10253. purified human GAA, 4-MU-alpha-glucoside fluorescence. Potency, µM (top dose mostly 76.9 µM), for the others: at the top dose activity change, negative = inhibition, most hits filed as inhibitors. 200,000 tested, 0.005% active. AID 1466, 2008;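 note: plate controls were uninhibited enzyme wells for no effect and no-enzyme background for full effect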
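qHTS format, compound range up to 77 uM. Human lysosomal enzyme at 4 nM, 400 uM 4-MU glucoside substrate, pH 5.0, 20 min room temperature; fluorescence after alkaline stop gives activity normalized to controls.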
HTT cytoprotect: qHTS Multiplex Assay to Identify Dual Action Probes in a Cell Model of Huntington: Cytoprotection (ATP). PC12 HTT-Q103 induced, cytoprotection, ATP luminescence, 40 h. Potency, µM (titrated, usually from 56.4 µM), without a hit: cytoprotection (ATP increase), usual class: activators. 230,000 tested, 0.14% active. AID 1471, 2008;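 note: % of control where 0% means no effect; nearly all actives have a fitted effect of over 45% in size; toxic huntingtin expression switched on by the ecdysone agonist tebufenozide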
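Quantitative HTS on tebufenozide-induced (100 nM) PC12 cells expressing HTTQ103 exon 1–GFP; compounds tested as a concentration series; survival measured via cellular ATP.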
Tau fluor counter: Counterscreen qHTS for Inhibitors of Tau Fibril Formation, Fluorescence Polarization | Potency, µM (titrated, usually from 57.7 µM), for the others: top-dose activity change, negative = decrease | 280,000 tested, 0.93% active | tau K18 P301L (four-repeat tau fragment) Alexa594 fluorescence, heparin fibrillization; note: % is set by controls: 0 for no effect and ±100 for the full control effect; nearly all actives have a fitted effect of over 55% in size
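Human K18 P301L tau (15 uM unlabeled plus 0.24 uM Alexa 594-labeled, final) in 100 mM sodium acetate pH 7 was mixed with compound and 20 uM heparin and incubated 6 hr at 37 C.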
Active calls of the source: *; ? = inconclusive; nt = no result given; & = joins results of further samples; [ ] = remark or other dose. Calls come from the whole dose curve; as a rule, active = well fitted curve in the direction sought with a large enough effect; inconclusive = small, poorly fitted or top-dose-only effect, or another doubt; inactive = no such curve, though single readings can be large; an effect the other way counts as inactive or inconclusive. Potency is the fitted concentration of half-maximal effect.

Molecule	aGal spleen mod	aGlu spleen mod	Tau FP inhib	GAA glycogen mod	Tau ThT inhib	GAA inhib	HTT cytoprotect	Tau fluor counter
CCN1CCN(C(=O)Cc2coc3ccc4ccccc4c23)CC1	-2.7%	-2.6%	-1.2%	-1.1%	-14.0%	-0.8%	7.2%	-11.2%
C#C[C@]1(O)CC[C@H]2[C@@H]3CCC4=CC(=O)CCC4(C)[C@H]3CCC21C (some centres undefined)	6.4%	-1.8%	2.4%	nt	-2.2%	nt	8.2%	0.5%
CC(CO)NC(=O)C1C=C2c3cccc4[nH]cc(c34)CC2N(C)C1 (centres undefined)	16.6%	1.5%	?	nt	?	nt	-46.4%[inhibitor]	?
CCc1nc2ccccc2c(=O)n1-c1ccccc1[N+](=O)[O-]	2.0%	0.3%	-1.8%	12.8%	0.7%	-2.5%	7.3%[1.9 µM]	-1.7%
O=c1[nH]c(=O)n(CCC2=CCCCC2)c(O)c1/C=N/Nc1ccccc1	12.8%	0.0%	5.3%	-27.9%	10.9%	-3.3%	8.7%[10 µM]	7.6%
NC(CCP(=O)(O)O)C(=O)O (centres undefined)	5.1%&-22.1%	2.7%&-26.3%	-1.4%&-6.8%	nt	-5.8%&6.4%	nt	-26.8%	-3.9%&-3.9%
N[C@H](Cc1o[nH]c(=O)c1Cl)C(=O)O	13.2%	1.6%	-2.3%	nt	-11.5%	nt	-4.4%	-8.9%
C[C@]1(C(=O)O)CCC[C@]2(C)c3cc(O)ccc3CC[C@@H]12	-1.4%	0.9%	1.3%	nt	-6.8%	nt	-8.0%[1.9 µM]	-3.2%
Cn1c(O)c(C=NCCN2CCN(C(=O)c3ccccc3)CC2)c(=O)n(C)c1=O	-2.4%	-1.4%	-14.5%	9.0%	-13.8%	-2.1%	-8.4%	-12.8%
C=C(C)[C@H]1CN[C@H](C(=O)O)[C@@H]1CC(=O)O	3.7%	-1.2%	-6.4%	nt	-3.9%	nt	-7.6%	-5.2%
O=C(O)CC/C(=C\c1cc([N+](=O)[O-])ccc1Cl)c1nc2ccccc2s1	5.8%	10.4%	-1.6%	5.4%	?	-3.2%	nt	-20.1%
CN1CCCC(C(=O)c2ccc(Cl)cc2)C1 (centres undefined)	-8.8%	-1.3%	-8.8%	19.8%	-1.2%	6.5%	0.8%[10 µM]	-1.5%
CCC(C)C1(CC)C(=O)NC(=O)N=C1N (centres undefined)	4.3%	-9.4%	-4.3%	2.9%	2.0%	-2.3%	2.1%[10 µM]	1.7%
COC(=O)C(C)Oc1cc(C)cc2oc(=O)c3c(c12)CCC3 (centres undefined)	6.9%	0.7%	-7.0%	-8.6%	-4.8%	-6.3%	2.6%	-9.5%
N#CC1(c2ccccc2)CCN(C2CC(=O)N(c3ccc(F)cc3)C2=O)CC1 (centres undefined)	10.3%	-0.8%	-2.6%	-10.6%	-6.6%	-12.8%	-16.5%	-10.3%
CCOc1cccc(=NC2CCCCC2)c2c(C)n(C)c(C)c12	8.9%	4.4%	0.4%	7.0%	12.6µM*	nt	22.2%[10 µM]	-4.5%
O=C(CCn1c(=O)oc2ccccc21)N1CCN(C(c2ccccc2)c2ccccc2)CC1	-0.4%	0.1%	-4.4%	3.5%	-4.8%	?	-49.1%[inhibitor]	-5.0%
ClC1=C(Cl)C2(Cl)C3C4CC(C5OC45)C3C1(Cl)C2(Cl)Cl (centres undefined)	13.9%&9.6%	2.3%&-6.2%	5.6%	nt	4.9%	nt	-9.3%&18.0%	-4.5%
COc1ccc(/C=C2/C(=O)NC(=O)N(c3ccc(C)c(C)c3)C2=O)cc1CN1C(=O)c2ccccc2C1=O	3.3%	3.3%	4.2%	9.3%	?	3.9%	-3.6%[10 µM]	-4.8%
O=C(COc1ccc(Cl)cc1)N1CCN(Cc2ccccc2)CC1	9.6%	5.9%	-0.6%	-11.9%	-5.3%	-6.6%	2.8%	0.7%
CCCCn1c(N)c(C(=O)OCCOC)c2nc3ccccc3nc21	?	29.3%	-11.0%	-3.1%	nt	nt	-4.9%[10 µM]	-29.2%
Cc1cc(/C=C2/C(=O)NC(=O)N(Cc3ccco3)C2=O)c(C)n1-c1ccccc1	6.2%	-6.6%	-9.7%	-3.8%	?	1.0%	nt	?
COC(=O)C1C=C2c3cccc4[nH]cc(c34)CC2N(C)C1 (centres undefined)	9.6%	3.2%	?	11.5%	17.8µM*	nt	5.7%[10 µM]	?
CN(C)C(Cc1ccccc1)C(=O)c1cccs1 (centres undefined)	2.7%	2.9%	8.2%	-13.5%	-3.7%	3.8%	-34.5%	-0.3%
CC(C)(C)[C@]1(O)C[C@@H]2OC(=O)C[C@@]23C(=O)O[C@@H]2OC(=O)[C@H](O)[C@]213	7.2%&-3.3%&6.2%	-2.6%&-6.6%&9.9%	2.3%&7.0%	-14.0%	0.7%&-6.4%	-5.4%[15.4 µM]	0.5%[1.9 µM]	-2.2%&-3.8%
Cc1ccccc1-n1c(O)c(/C=N/NC(=O)c2ccncc2)c(=O)[nH]c1=O	-5.6%	-6.2%	-6.6%	-8.9%	-11.0%	nt	1.1%[10 µM]	-9.5%
CCCC(C)C1(CC)C(=O)NC(=O)NC1=O (centres undefined)	4.4%	14.3%	-0.5%	nt	12.5%	nt	?	9.6%
Cc1cc(OCCN2CC2)c2ccccc2n1	12.7%	7.6%	-4.2%	2.8%	nt	nt	-8.7%[10 µM]	1.6%
N#C/C(=C\c1ccc(O)c(O)c1)C(=O)NCCCNC(=O)/C(C#N)=C/c1ccc(O)c(O)c1	-6.9%	-17.1%	8.2%	nt	10µM*	nt	-5.0%[1.9 µM]	?
O=c1[nH]c(=O)n(Cc2ccc(F)cc2)c(O)c1C=NCCN1CCCCC1	4.2%	0.9%	5.8%	1.5%	5.2%	-12.3%	-2.0%[0.074 µM]	2.3%
CN1CCN(c2nc3ccccc3o2)CC1	-7.2%	2.4%	9.4%	5.2%	nt	nt	25.4%[10 µM]	-26.6%
O=[N+]([O-])c1ccc(N2CCNCC2)c2ncccc12	-8.2%	-5.1%	-2.0%	-17.7%	?	-2.8%	4.6%[10 µM]	-12.6%
COc1cc2c(c(OC)c1OC)-c1ccc(O)c(=O)cc1[C@@H](NC(C)=O)CC2	2.0%	0.3%	-8.0%	nt	-20.0%	nt	?	-16.3%
O=c1c2ccccc2nc(Cc2cccc([N+](=O)[O-])c2)n1-c1ccc(O)cc1	0.6%	-7.3%	3.4%	0.8%	-16.4%	nt	0.3%[10 µM]	-24.9%
CCCN(CCC)C1CCc2ccc(O)cc2C1 (centres undefined)	14.0%&14.9%	-3.6%&-2.0%	?	nt	?	nt	-6.5%	?
O=C1Nc2ccc(Cl)cc2C(c2ccccc2)=NC1O (centres undefined)	13.5%	-3.2%	4.3%	nt	-0.7%	nt	20.4%	0.1%
C=CCn1c(O)c(C(CC)=NCCC2=CCCCC2)c(=O)[nH]c1=O	6.0%	9.3%	0.7%	3.2%	-17.1%	4.6%	-6.8%	-0.6%
Cc1cccc(N2C(=O)CC(=O)NC2=O)c1	-9.7%	-4.1%	-9.8%	-1.8%	?	0.2%	-22.2%	-12.8%
CC(C)CCP(=O)(O)c1ccccc1	7.7%	4.6%	-0.7%	-5.8%	-1.2%	-1.6%	6.1%	3.6%
CC1CCC[C@H](O)CCCCCc2cc(O)cc(O)c2C(=O)O1 (some centres undefined)	-7.6%&9.8%	-6.1%&-1.4%	-9.3%&3.6%	1.8%&-4.9%	-6.0%&-8.5%	-2.0%&-1.0%[15.4 µM]	nt	-19.3%&-14.0%
COc1cc(C=C2C(=O)NC(=O)NC2=O)ccc1OCc1ccc([N+](=O)[O-])cc1	-0.5%	2.8%	?	-9.7%	?	-5.4%	-26.7%	-27.0%
CC(=O)c1ccc(NC(=O)CSc2nc(=O)cc(N)n2-c2ccccc2)cc1	13.1%	9.0%	5.7%	-3.7%	?	6.9%	-18.1%	-13.9%
Cc1cc(C)c(C(=O)CN2CCOCC2)c(C)c1	-3.4%	-2.4%	1.5%	-6.9%	?	-0.4%	-29.6%	4.1%
O=P(Nc1ccccc1)(Nc1ccccc1)Oc1ccccc1	12.3%	7.1%	9.4%	-0.8%	9.5%	1.4%	4.9%[10 µM]	13.7%
Cc1ccc2nc(N3CCN(C)CC3)[nH]c2c1	5.9%	-0.9%	-5.4%	9.4%	2.9%	-9.9%	-16.3%	0.0%
CCN1CCN(Cc2cc(Br)cc(Br)c2O)CC1	4.0%	6.9%	2.7%	7.0%	-12.2%	5.1%	-4.4%	-13.1%
O=c1[nH]c(=O)n(Cc2ccccc2)c(O)c1C=NCCN1CCOCC1	-2.0%	-3.7%	-0.3%	-2.9%	-10.8%	-4.1%	-8.4%	-6.6%

Profiles as entered above. Values in the order: aGal spleen mod	aGlu spleen mod	Tau FP inhib	GAA glycogen mod	Tau ThT inhib	GAA inhib	HTT cytoprotect	Tau fluor counter
`CCCN(CCC)C1CCc2ccc(O)cc2C1` (centres undefined) reads 14.0%&14.9%	-3.6%&-2.0%	?	nt	?	nt	-6.5%	?
`COc1cc2c(c(OC)c1OC)-c1ccc(O)c(=O)cc1[C@@H](NC(C)=O)CC2` reads 2.0%	0.3%	-8.0%	nt	-20.0%	nt	?	-16.3%
`O=c1[nH]c(=O)n(Cc2ccccc2)c(O)c1C=NCCN1CCOCC1` reads -2.0%	-3.7%	-0.3%	-2.9%	-10.8%	-4.1%	-8.4%	-6.6%

Compound activity from PubChem BioAssay.

The list is partial (hit frequency here may not be typical).
